Assay outcomes (PubChem)
RBX1-CUL1 inh = inhibitors of human ROC1-CUL1 ubiquitin ligase activity; inhibition, % at 10 µM; AID 1347404; P62877+Q13616; hit rate 0.6% among 140,000; in vitro K48 di-Ub FRET, acceptor:donor ratio, 45 min; in the data active = inhibition above about 25%
Target sequence (P62877 whole entry, looked up): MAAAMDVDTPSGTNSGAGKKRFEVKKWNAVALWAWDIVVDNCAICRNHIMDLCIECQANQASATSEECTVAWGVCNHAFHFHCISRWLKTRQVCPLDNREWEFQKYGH
Target sequence (Q13616 whole entry, looked up): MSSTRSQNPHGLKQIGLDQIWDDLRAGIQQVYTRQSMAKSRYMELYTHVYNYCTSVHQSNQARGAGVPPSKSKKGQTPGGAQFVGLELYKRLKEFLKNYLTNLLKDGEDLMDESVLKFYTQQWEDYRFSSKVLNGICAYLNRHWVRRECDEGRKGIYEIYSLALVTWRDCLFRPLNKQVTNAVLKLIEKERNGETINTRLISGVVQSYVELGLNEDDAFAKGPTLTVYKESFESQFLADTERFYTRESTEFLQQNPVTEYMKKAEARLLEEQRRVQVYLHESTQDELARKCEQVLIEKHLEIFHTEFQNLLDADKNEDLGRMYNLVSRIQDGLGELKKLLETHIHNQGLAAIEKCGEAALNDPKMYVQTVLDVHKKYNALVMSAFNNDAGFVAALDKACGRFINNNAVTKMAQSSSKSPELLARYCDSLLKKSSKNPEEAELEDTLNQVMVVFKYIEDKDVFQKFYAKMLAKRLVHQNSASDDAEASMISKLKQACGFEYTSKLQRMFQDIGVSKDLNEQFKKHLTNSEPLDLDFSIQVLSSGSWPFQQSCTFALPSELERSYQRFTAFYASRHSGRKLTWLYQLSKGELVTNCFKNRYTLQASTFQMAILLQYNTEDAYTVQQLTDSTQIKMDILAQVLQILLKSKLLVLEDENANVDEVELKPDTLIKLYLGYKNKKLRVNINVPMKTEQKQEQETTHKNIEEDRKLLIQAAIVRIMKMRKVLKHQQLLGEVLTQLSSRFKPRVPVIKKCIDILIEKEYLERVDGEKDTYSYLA
Active calls of the source: *. Some of the compounds tested; the hit share may differ from the screen's.

SMILES	RBX1-CUL1 inh
O=C(Nc1ccc2oc(-c3ccc(O)c(Br)c3)nc2c1)c1cc2ccccc2o1	-5
COc1ccc(CNCc2ccc(C)s2)cc1OCC(O)CN1CCCC1 (stereo unspecified)	10
O=C(COc1ccccc1-c1cnoc1)N/N=C/c1coc2ccc(Br)cc2c1=O	5
N#CC1C(SCC(=O)Nc2ccc(Br)cc2)=NC(=O)CC1c1ccc(Cl)cc1 (stereo unspecified)	5
CN1CCN(C2Cc3ccccc3Sc3sccc32)CC1 (stereo unspecified)	4
O=C(CCC1(Cc2cccs2)CCC(=O)N1)NCc1cnn(-c2ccccc2)n1 (stereo unspecified)	-5
CCc1ccccc1NC(=NS(=O)(=O)c1ccccc1)C(F)(F)F	-1
O=S(=O)(NCCSc1ccc(Cl)cc1)c1ccc(Br)s1	6
CCCCc1c(C)nc(Nc2nc(C)c3ccccc3n2)[nH]c1=O	5
OCc1cc(Br)cc(Br)c1OCc1ccc(Br)cc1	-3
COc1ncccc1C(=O)NC(C)c1cnc(-c2ccncc2)nc1C (stereo unspecified)	-6
CC(NS(=O)(=O)c1ccc(Br)s1)c1ccccc1 (stereo unspecified)	-5
COc1ccc(C(=O)NC(Nc2cc(Cl)ccc2Cl)C(Cl)(Cl)Cl)cc1 (stereo unspecified)	0
COc1cnn(Cc2ccccc2)c(=O)c1SCc1ccccc1	-8
CCOC(=O)c1[nH]ncc1CN1CCCC(N2CCN(c3ccccc3OC)CC2)C1 (stereo unspecified)	5
COc1cccc(C2C3=C(N=c4s/c(=C/c5cccs5)c(=O)n42)c2ccccc2CC3)c1OC (stereo unspecified)	4
NS(=O)(=O)c1ccc(CCNCc2cc(Br)ccc2OCc2ccc(F)cc2)cc1	-6
CCOc1ccc(S(=O)(=O)Nc2ccc3c(c2)CCCN3C(=O)c2cccs2)cc1	-5
Clc1ccc(N2CCN(c3ccc(Cl)cc3)C2=C2N(c3ccc(Cl)cc3)CCN2c2ccc(Cl)cc2)cc1	2
CCOc1ccc(C2C(C(=O)c3ccc(OC)cc3C)C(=O)C(=O)N2CCOC)cc1OC (stereo unspecified)	3
COc1ccc(OC)c(C(c2c(C)n(C)n(-c3ccccc3)c2=O)C2C(=O)Oc3ccccc3C2=O)c1 (stereo unspecified)	5
Cc1cc(=O)n2nc(CN3CCOCC3)sc2n1	-3
COc1cccc(N2CCN(C(=O)Cn3ncc4c(=O)oc5ccccc5c43)CC2)c1	5
Cc1ccc(Cl)cc1N1CCN(C(=O)C2CCN(S(=O)(=O)c3ccc4c(c3)oc(=O)n4C)CC2)CC1	9
Cc1ccc(S(=O)(=O)NCCc2csc(-c3cccc(F)c3)n2)cc1	5
Further entries.
SMILES	RBX1-CUL1 inh
O=C(NNc1nc(-c2ccccc2)cs1)c1ccco1	1
COC(=O)c1cnc(N2CCN(C)CC2)nc1C	11
COCCNC(=O)CCc1ccc(S(=O)(=O)NC(C)C)cc1	-2
CCOc1ccc([C@@H]2[C@H]3CC(C(C)(C)C)CC=C3C(C#N)C(=N)C2(C#N)C#N)cc1OCC (stereo partly specified)	-9
COc1ccc(NC(=O)c2oc3ccccc3c2NC(=O)c2cc3ccccc3o2)c(OC)c1	1
Cc1ccc2c(=O)cc(C(=O)N(Cc3ccc(C(C)(C)C)cc3)C3CCS(=O)(=O)C3)oc2c1 (stereo unspecified)	4
CC(C)c1ccc(C2c3c(ccc4ccccc34)OC(=N)C2C#N)cc1 (stereo unspecified)	0
CC(C)OCCCNC(=O)Cc1ccc(NC(=O)N2CCCCc3ccccc32)cc1	-7
C=CCOc1ccc(C2C(C(=O)OCC)=C(C)N=c3s/c(=C/c4ccc(OCC(=O)OC)c(OCC)c4)c(=O)n32)cc1OCC (stereo unspecified)	7
Cc1cc(C)c2nc(N3C(=O)C(=O)C(C(=O)c4cc5ccccc5o4)C3c3ccc(F)cc3)sc2c1 (stereo unspecified)	-7
COc1cc(C2C(C(=O)c3ccc(OCc4ccccc4)c(C)c3)C(=O)C(=O)N2Cc2cccnc2)cc(OC)c1OC (stereo unspecified)	-14
Nn1c(Cn2nnc3ccccc32)n[nH]c1=S	-4
N#Cc1nc(COc2ccccc2)oc1NCCCn1ccnc1	-1
COc1ccccc1C(=O)Nc1ccnn1C1CCN(CC2CCOC2)CC1 (stereo unspecified)	2
COc1ccc(C)cc1NC(=O)c1cc(OC)c(OC)cc1[N+](=O)[O-]	3
Cc1cccc(N2CCN(C(=O)c3ccncc3)CC2)c1C	2
Cc1ccc(Cn2c(C(=O)O)c(CNCCc3cccs3)c3ccc(C)cc32)cc1	4
Cc1ccc(Cl)cc1N1CCN(C(=O)c2ccc3c(c2)N(Cc2ccccc2)CCS3)CC1	-7
Cc1ccc(NC(=O)Cn2cnc3c2c(=O)n(C)c(=O)n3C)cc1C	14
CCCCC12C3C4C(C5C1C3C5(Br)C41OCCO1)C21OCCO1 (stereo unspecified)	5
CCOC(=O)c1ccc(C(=O)NNC(=O)C2C3C=CC(C3)C2C(=O)O)cc1 (stereo unspecified)	1
CCOC(=O)c1ccc(NC(=O)C(Cc2ccccc2)N2Cc3ccccc3C2=O)cc1 (stereo unspecified)	-12
CCCCCOc1ccc(C2NC(=O)N=C(C)C2C(=O)OCCOC)cc1 (stereo unspecified)	1
COc1ccc(CCN2C(=O)N(c3cccc(OC)c3)C(=O)C2CC(=O)Nc2ccccc2)cc1 (stereo unspecified)	-3
COC(=O)C1=C(C)N=c2s/c(=C/c3cccs3)c(=O)n2C1c1ccc(F)cc1 (stereo unspecified)	-1
Next part
SMILES	RBX1-CUL1 inh
O=C(COc1ccc(Br)cc1Br)Nc1ccccc1Br	7
CCC(C)(C)C1CCc2nc3sc(C(=O)NCCc4ccc(OC)c(OC)c4)c(N)c3cc2C1 (stereo unspecified)	-6
CCOc1ccc2nc(N3CCC(NCc4ccc(C)o4)CC3)nc(C)c2c1	-5
Cc1ccc(NC(=O)C(Cc2ccc([N+](=O)[O-])cc2)N2C(=O)c3ccccc3C2=O)c(C)c1 (stereo unspecified)	10
CN(C(=S)NC(=O)c1ccccc1Br)c1ccccc1	-2
OC1(c2ccc3c(c2)CN(Cc2ccc4c(c2)OCO4)CCO3)CCN(c2ccccc2F)CC1	-9
CSc1nc(Oc2cc(C)cc(C(C)C)c2)cc(-n2ncc(C#N)c2N)n1	4
CCc1ccc(NC(=O)CN2C(=O)C3CCCN3c3ccc(S(=O)(=O)N(CC)CC)cc32)cc1 (stereo unspecified)	0
C(#Cc1ccccc1)/C=C1/Cn2c(nc3ccccc32)S1	4
CCOc1cc(/C=C(\C#N)C(=O)Nc2ccc(OC)cc2)ccc1OCc1cc(=O)n2nc(CC)sc2n1	-2
COc1ccc(C(=O)NC(=S)Nc2nc3ccccc3s2)cc1	13
O=C(C1CCC(=O)N(C2CCCC2)C1)N1CCCCCCC1 (stereo unspecified)	5
CCOC(=O)C1CCN(c2nc3c(c(=O)n(C)c(=O)n3C)n2Cc2ccccc2)CC1	9
COc1cc(C2CC(=O)Nc3c2ccc2ccccc32)ccc1OC(=O)c1cccs1 (stereo unspecified)	1
CCC(CC)C(=O)Nc1nccs1	12
Cc1cc2n(n1)SC(Nc1ccc(F)c(Cl)c1)N2 (stereo unspecified)	11
CC(C)(C)CC(=O)NCC(c1ccc2c(c1)OCO2)N1CCOCC1 (stereo unspecified)	-4
O=C(NC1CCCC1)c1ccco1	13
CCOC(=O)C1(CCOC)CCN(Cc2ccc(C#CCCO)cc2)CC1	-1
O=C(CSc1cn(CCNC(=O)c2cccc(C(F)(F)F)c2)c2ccccc12)Nc1ccc2c(c1)OCCO2	-10
[O-][n+]1onc2c1CCc1[nH]c(-c3ccccc3)nc1-2	-1
Cc1ccc(CNC(=O)c2sc3nc(C)cc(C)c3c2-n2cccc2)cc1	5
Cc1oc(-c2ccc(C(F)(F)F)cc2)nc1CN(CCO)C(C)C	1
Cc1cc(=O)[nH]c(SCc2ccc(Cl)cc2)n1	6
CC(=NC1=NN(c2ccccc2)CC1)N(C)C	0

Next part; the last 2 above are carried over.
SMILES	RBX1-CUL1 inh
Cc1cc(=O)[nH]c(SCc2ccc(Cl)cc2)n1	6
CC(=NC1=NN(c2ccccc2)CC1)N(C)C	0
CCCn1cc(-c2cc(C(=O)NC(C)C)c3ccc(F)cc3n2)cn1	-2
CCN(CC)S(=O)(=O)c1ccc(NC(=O)CN(c2ccccc2)S(=O)(=O)N(C)C)cc1	4
N=c1ccn(Cc2ccc(Cl)cc2Cl)cc1	1
NC(=O)c1cc(S(=O)(=O)C(F)(F)F)cc(S(=O)(=O)C(F)(F)F)c1	-10
CCc1ccccc1Nc1nc(Cl)nc(Nc2ccccc2CC)n1	-3
COc1ccccc1NC(=O)CN1C(=O)c2cccc3cccc1c23	4
COc1cc(Cl)c(S(=O)(=O)N2CCN(Cc3ccc4c(c3)OCO4)CC2)cc1Cl	13
CN1CCN(CCC(=O)Nc2ccc(C3CCCC3)cc2)CC1	-2
Cc1ccc(S(=O)(=O)Nc2ccccc2Cl)cc1C(N)=O	8
Cc1cccc(NC(=O)Cn2cnc3ccccc3c2=O)c1C	-1
Cc1ccc(-c2cc(C(=O)N3CCCC(CO)(CCOc4ccccc4)C3)n[nH]2)o1 (stereo unspecified)	-2
O=C(C1CCC1)N1CCCC(CCc2ccccc2)C1 (stereo unspecified)	-9
Cc1[nH]c(C2CC(=O)N(C(C)C)C2)nc1-c1cccs1 (stereo unspecified)	22
Cc1ccc(NC(=O)c2cccc3c2N=C2CCCCC2C3=O)c(C)c1 (stereo unspecified)	3
O=[N+]([O-])c1cccc(S(=O)(=O)NC2C3CC4CC(C3)CC2C4)c1 (stereo unspecified)	-4
Cc1ccc(C)c(N(CC(=O)N(Cc2ccccc2)Cc2ccccc2)S(C)(=O)=O)c1	0
Cc1cn2c(=O)cc(COc3ccc(NC(=O)c4ccc(C(C)(C)C)cc4)cc3)nc2s1	-4
Cn1nnnc1SCC(=O)Nc1ccc(Cl)cc1	-1
Cc1ccc(CNC(=O)c2ccc(N3CCCC3)c(NC(=O)Nc3ccc(C)cc3)c2)cc1	-2
Cc1sc2nc(SC(C)C)nc(SC(C)C)c2c1C	15
CCOc1ccc(-c2nc(C(N)=O)c3c(n2)n(-c2ccc4c(c2)OCO4)c(=O)n3CC)cc1	-1
C#CCSC1=C(C#N)C(c2cccs2)C(C(=O)OCC)C(C)=N1 (stereo unspecified)	0
CSCCCN1CCC(Oc2cc(Cl)ccc2C(=O)N2CCCCC2)CC1	-2
COc1ccc(C(=O)NC2CC2)c(OC2CCN(C3CCOCC3)CC2)c1	1
Cc1cccc(NC(=O)CN(CCc2ccccc2)S(=O)(=O)c2ccc(Br)cc2)c1	1
More compounds follow:
SMILES	RBX1-CUL1 inh
COC(=O)c1ccc(COc2ccc(/C=N/n3cnnc3)cc2OC)cc1	11
CCSC(=O)CCCCCCCCCCCO	-10
CCSC(=O)Nc1nc(Sc2ncc(C(F)(F)F)cc2Cl)n[nH]1	-2
CCOC(=O)C(NC(=O)c1ccccc1Cl)(Nc1nnc(C)s1)C(F)(F)F (stereo unspecified)	1
Cc1cccc(CS(=O)(=O)Nc2cccc(F)c2)c1	3
CCC(COC)NC(=O)C1CCCN(c2nc(C)c3ccc(S(C)(=O)=O)cc3n2)C1 (stereo unspecified)	-8
O=C(Nc1cccc(-c2ccc(F)cc2)c1)C1CCCN1C(=O)C1CC1 (stereo unspecified)	-11
CCOc1ccc(C2CC(=O)N(c3cccc(F)c3)C3=C2C(=O)OC3)cc1 (stereo unspecified)	-7
COc1cccc(Cn2c(-c3nonc3NC(C)=O)nc3ccccc32)c1	-3
CCCOc1ccc(Oc2nc(NC)nc(N3CCOCC3)n2)nn1	-15
CC(C)Cn1c(CN2CCCC(c3ccccc3)CC2)cnc1S(C)(=O)=O (stereo unspecified)	-6
COc1cccc(C2c3c(-c4ccccc4O)n[nH]c3C(=O)N2CCc2ccc(OC)c(OC)c2)c1 (stereo unspecified)	2
CCOc1ccc2nc(N(Cc3cccnc3)C(C)=O)sc2c1	-10
CCOC(=O)c1c(CSc2ccccc2)n(C)c2cc(I)c(O)c(Cl)c12	-2
NC(=O)CSc1nc2c(c(=O)n1-c1ccccc1)C1(CCCCC1)Cc1ccccc1-2	9
CN=C1CC=CC=C(/C(C)=N/Nc2ccccc2)C1=O	-5
O=S(=O)(c1cc(F)ccc1F)N1CCc2ccccc2C1	2
O=C1CCCN1CC1CCN(C(=O)c2ccc(NCCc3ccco3)nc2)CC1	1
COc1ccc(N2CCN(C(=O)c3cc4c(-c5ccccc5F)nn(C)c4s3)CC2)cc1	-4
CC(C)N(Cc1ccccc1)C(=O)CN1C(=O)COc2ccc(S(=O)(=O)N3CCCCCC3)cc21	-3

15 consecutive entries from above:
SMILES	RBX1-CUL1 inh
O=C(Nc1ccc2oc(-c3ccc(O)c(Br)c3)nc2c1)c1cc2ccccc2o1	-5
COc1ccc(CNCc2ccc(C)s2)cc1OCC(O)CN1CCCC1 (stereo unspecified)	10
O=C(COc1ccccc1-c1cnoc1)N/N=C/c1coc2ccc(Br)cc2c1=O	5
N#CC1C(SCC(=O)Nc2ccc(Br)cc2)=NC(=O)CC1c1ccc(Cl)cc1 (stereo unspecified)	5
CN1CCN(C2Cc3ccccc3Sc3sccc32)CC1 (stereo unspecified)	4
O=C(CCC1(Cc2cccs2)CCC(=O)N1)NCc1cnn(-c2ccccc2)n1 (stereo unspecified)	-5
CCc1ccccc1NC(=NS(=O)(=O)c1ccccc1)C(F)(F)F	-1
O=S(=O)(NCCSc1ccc(Cl)cc1)c1ccc(Br)s1	6
CCCCc1c(C)nc(Nc2nc(C)c3ccccc3n2)[nH]c1=O	5
OCc1cc(Br)cc(Br)c1OCc1ccc(Br)cc1	-3
COc1ncccc1C(=O)NC(C)c1cnc(-c2ccncc2)nc1C (stereo unspecified)	-6
CC(NS(=O)(=O)c1ccc(Br)s1)c1ccccc1 (stereo unspecified)	-5
COc1ccc(C(=O)NC(Nc2cc(Cl)ccc2Cl)C(Cl)(Cl)Cl)cc1 (stereo unspecified)	0
COc1cnn(Cc2ccccc2)c(=O)c1SCc1ccccc1	-8
CCOC(=O)c1[nH]ncc1CN1CCCC(N2CCN(c3ccccc3OC)CC2)C1 (stereo unspecified)	5
